# Neddylation inh = inhibitors of cullin neddylation, primary screen, biochemical, TR-FRET, uHTS, NAE and Ubc12; hit rate 0.58% among 360,000; calls only at 25 µM; in the data active means inhibition above about 36%
# eLon inh = inhibitors of E. coli Lon protease, primary screen, biochemical, fluorescence polarization | purified E. coli Lon protease | hit rate 0.42% among 360,000 | P0A9M0 | AID 602123, 2011 | inhibition, % at 7.94 µM; in the data active means inhibition above about 13%, passing the limit was not always enough;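 further: 0% = enzyme with probe and DMSO and 100% = no enzyme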
# SKN-1 inh = suppressors of acrylamide-induced Pgst-4::GFP reporter in worms, primary screen, SKN-1 inhibitor project, whole organism, uHTS, GFP/RFP fluorescence ratio, strain VP596; hit rate 0.49% among 360,000; C. elegans VP596 Pgst-4::GFP/RFP ratio, 24 h; AID 624304, 2012; inhibition, % at 21.8 µM;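 active means interference check ratio from 0.5 to 1.5 plus GFP to RFP signal ratio inhibition reaching or exceeding a fixed threshold, cut at about 30% in these data, passing the limit was not always enough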; further: some compounds called inactive have numbers as strong as hits
# FAS-TE inh = FAS thioesterase domain inhibitors, primary screen, biochemical, fluorescence intensity, uHTS; Fatty acid synthase (Homo sapiens), P49327; recombinant FAS-TE, OMFH fluorogenic substrate, fluorescence endpoint; inhibition, % at 15 µM; hit rate 0.67% among 360,000; AID 602261, 2012;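 active means compounds whose normalised, plate-corrected inhibition of enzyme fluorescence in the single-dose primary screen is 50% or more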;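 further: 0% = DMSO with enzyme and 100% = substrate without enzyme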
# NRP1-CendR mod = modulators of CendR peptide binding to NRP-1, primary screen, biochemical, fluorescence polarization, uHTS; Neuropilin-1 (Homo sapiens), O14786; FAM-RPARPAR peptide binding to NRP-1; inhibition, % at 25 µM; hit rate 0.85% among 360,000; AID 602438, 2012;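 active means inhibition or corrected inhibition above about 18%, plus a signal ratio from 0.5 to 1.5, limit read from the data, passing the limit was not always enough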; further: strong numbers were not always called active
# Target sequence (O14786 whole entry, looked up): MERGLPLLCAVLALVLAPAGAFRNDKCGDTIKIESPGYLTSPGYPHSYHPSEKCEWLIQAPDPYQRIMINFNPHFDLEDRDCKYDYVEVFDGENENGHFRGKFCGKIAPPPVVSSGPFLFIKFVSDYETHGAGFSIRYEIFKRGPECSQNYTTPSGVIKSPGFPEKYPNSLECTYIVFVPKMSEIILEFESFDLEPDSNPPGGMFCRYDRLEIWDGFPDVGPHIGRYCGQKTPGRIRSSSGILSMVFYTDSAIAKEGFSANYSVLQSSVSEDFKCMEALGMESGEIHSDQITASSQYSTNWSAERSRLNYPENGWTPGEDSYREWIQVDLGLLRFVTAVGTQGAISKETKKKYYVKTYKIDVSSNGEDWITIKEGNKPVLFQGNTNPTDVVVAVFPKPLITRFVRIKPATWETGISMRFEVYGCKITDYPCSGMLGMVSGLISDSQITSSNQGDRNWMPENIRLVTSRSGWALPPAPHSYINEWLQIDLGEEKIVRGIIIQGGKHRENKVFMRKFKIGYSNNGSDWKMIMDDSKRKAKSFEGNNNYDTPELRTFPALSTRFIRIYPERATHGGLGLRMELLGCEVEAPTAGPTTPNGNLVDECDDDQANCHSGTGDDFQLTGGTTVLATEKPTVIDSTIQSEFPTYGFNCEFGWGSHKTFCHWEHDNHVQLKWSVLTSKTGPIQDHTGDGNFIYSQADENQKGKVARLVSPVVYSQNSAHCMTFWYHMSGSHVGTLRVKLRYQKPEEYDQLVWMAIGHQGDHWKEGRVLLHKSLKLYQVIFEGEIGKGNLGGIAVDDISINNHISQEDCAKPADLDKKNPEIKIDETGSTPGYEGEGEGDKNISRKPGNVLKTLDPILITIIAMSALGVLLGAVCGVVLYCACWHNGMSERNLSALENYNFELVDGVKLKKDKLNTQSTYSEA
# MLLE-PAM2 inh = inhibitors of PABP1 MLLE–PAM2 peptide binding, primary screen, biochemical, fluorescence polarization, FITC-PAM2, GST-MLLE; Polyadenylate-binding protein 1 (Homo sapiens), P11940; inhibition, % at 20 µM; hit rate 0.36% among 360,000; AID 588489, 2011; in the data active means inhibition above about 35%, passing the limit was not always enough;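 further: plate controls were DMSO wells with GST-MLLE for no effect and wells lacking GST-MLLE protein for full effect; some results filed as inactive read as strong as hits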
# MsrA act = bovine MsrA enzyme activators, primary screen, biochemical, absorbance, HTS. activation, % at 10.6 µM. purified bovine MsrA, absorbance read-out. hit rate 0.3% among 360,000; in the data active means activation above about 7.5%;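 further: 0% = vehicle and 100% = reference activator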
# MT1-MMP act inh = blockers of MT1-MMP proenzyme processing, primary screen, HT1080 RFP-PRO-GFP cells, GFP/RFP fluorescence; Matrix metalloproteinase-14 (Homo sapiens), P50281; GFP/RFP ratio fluorescence, overnight; percent of plate control window, DMSO zero; GFP/RFP ratio change, % at 20 µM; hit rate 0.061% among 360,000; AID 651647, 2012;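 active means GFP/RFP ratio change of at least 30% with cell ATP level not reduced by more than half and red fluorescence within 50% of control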; further: strong numbers were not always called active
#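 Assay system: HT1080 RFP-PRO-GFP cells. Benchmarks: DMSO vehicle wells and RFP-L50D-GFP reporter cell wells. Times: overnight cell settling, then overnight compound exposure, 37 °C, 5% CO2. Compound: 20 µM single dose, 1% DMSO. Read-out basis: GFP/RFP fluorescence ratio.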
# Rin1-Abl PPI inh = inhibitors of Rin1-Abl protein binding, primary screen, biochemical, TR-FRET; inhibition, % at 7.35 µM; AID 588664, 2011; Tyrosine-protein kinase ABL1 (Homo sapiens) + Ras and Rab interactor 1 (Homo sapiens), …; hit rate 0.4% among 360,000; in the data active means inhibition above about 5%, passing the limit was not always enough
# An asterisk follows results filed as active; i = inactive; · = no result given.
SMILES,Neddylation inh,eLon inh,SKN-1 inh,FAS-TE inh,NRP1-CendR mod,MLLE-PAM2 inh,MsrA act,MT1-MMP act inh,Rin1-Abl PPI inh
COc1cccc(CNc2nc3cc(C(C)=C(C)C)sc3c(=O)n2C)c1,i,-7,-3,15,-3,6,4,0,-2
O=C(CN1C(=O)C2CC=CCC2C1=O)NCc1ccc2c(c1)OCO2 (configuration not stated),i,-6,-13,-10,4,-1,-9,2,1
Cc1ccnc(NS(=O)(=O)c2ccc(NC(=O)C3C4C=CC(C4)C3C(=O)O)cc2)n1 (configuration not stated),i,4,4,-2,10,-5,0,0,-1
CC(OC(=O)c1ccc(NS(=O)(=O)c2ccc3[nH]c(=O)[nH]c3c2)cc1)C(=O)Nc1ccc(Cl)cc1 (configuration not stated),i,2,8,23,-7,-16,-7,4,2
Cn1cc(C(=O)C(=O)NC2CCCCC2)c2ccccc21,i,-2,14,5,12,-8,-5,-3,1
CCn1c(=NC(=O)CS(=O)(=O)c2ccc(F)cc2)sc2cccc(OC)c21,i,2,7,21,-16,-13,-5,4,1
COc1ccc(CCNC(=O)CCC(=O)n2ncc3ccc(Cl)cc32)cc1OC,i,1,-5,2,-1,8,1,-1,3
CCC/C(=N\NC(=O)CCC(=O)NCc1ccccc1)c1ccccc1,i,-4,6,-2,9,4,-1,-3,2
O=C(NNC(=O)c1cccs1)Nc1cccc(Cl)c1,i,-1,5,0,-5,-1,-4,0,-3
CCc1cc(C(=O)N2CCCC(C(=O)c3ccc(Oc4ccccc4)cc3)C2)n(C)n1 (configuration not stated),i,3,4,4,16,3,-2,3,1
Cc1ccc(NC(=O)C2CCC(CNC(=O)[C@@H]3Cc4ccccc4CN3)CC2)c(C)c1 (some centres not stated),i,-1,-10,-8,3,6,-10,-2,-1
O=C(c1ccc(O)cc1)c1ccc(Cl)cc1,i,-1,-24,-4,-21,8,-6,1,-2
Cc1c(NC(=O)C(C)OC(=O)/C=C/c2ccc3c(c2)OCO3)c(=O)n(-c2ccccc2)n1C (configuration not stated),i,4,-2,-6,-12,-2,-2,-2,2
CCc1nc2c(OCCc3cccc(OC)c3)cccn2c1N(C)C(=O)c1cccs1,i,-10,11,0,-6,-3,-12,-6,4
C=CC[C@@H](CC(=O)OC(C)(C)C)C(=O)OC[C@H]1CCCN1C(=O)[C@@H](CC=C)CC(=O)N(CCO)Cc1ccccc1,i,2,-3,-4,19,7,-10,5,8
COCCNC(=O)C1CCCN(C(=O)c2cc(C(C)(C)C)nn2C)CC1 (configuration not stated),i,-1,12,-8,18,7,-5,-2,-3
O=C1CCC(c2ccccc2)(c2ccccc2)CC1,i,5,6,6,13,-4,2,-2,2
CCc1ccc(NC(=O)C(=O)NCCOc2ccccc2Cl)cc1,i,4,2,12,-3,-13,-9,1,4
COc1cccc(CN(C)CC(=O)NCc2ccc(C)cc2)c1,i,2,1,0,1,8,-7,2,2
Cc1cccc(NC(=O)CCn2ccnc2C)c1,i,-13,-7,-8,0,9,-10,1,-2
CCc1ccc(NC(=O)CC2NCCNC2=O)cc1 (configuration not stated),i,8,26,-7,-12,0,-2,4,-3
COC(=O)C1C2CCC(C2)C1C(=O)OCC(=O)c1ccc(C)cc1 (configuration not stated),i,2,-2,0,12,1,-13,-2,4
O=C(NCCc1cccnc1)C1CCC(=O)N(Cc2cccc(C(F)(F)F)c2)C1 (configuration not stated),i,-10,4,-4,-2,10,-1,0,1
C=CCn1c(SCC(=O)/C(C#N)=C(\C)N)nnc1C1CCCCC1,i,4,2,-8,0,0,-6,0,3
O=C(CCc1nnc(Cc2ccc3c(c2)OCO3)o1)NC(c1ccccn1)C(F)(F)F (configuration not stated),i,8,-5,-7,6,7,-3,1,1

# Sorted by molecular weight (ascending): part of the list above.
SMILES,Neddylation inh,eLon inh,SKN-1 inh,FAS-TE inh,NRP1-CendR mod,MLLE-PAM2 inh,MsrA act,MT1-MMP act inh,Rin1-Abl PPI inh
Cc1ccc(NC(=O)C2CCC(CNC(=O)[C@@H]3Cc4ccccc4CN3)CC2)c(C)c1 (some centres not stated),i,-1,-10,-8,3,6,-10,-2,-1
Cc1ccnc(NS(=O)(=O)c2ccc(NC(=O)C3C4C=CC(C4)C3C(=O)O)cc2)n1 (configuration not stated),i,4,4,-2,10,-5,0,0,-1
CC(OC(=O)c1ccc(NS(=O)(=O)c2ccc3[nH]c(=O)[nH]c3c2)cc1)C(=O)Nc1ccc(Cl)cc1 (configuration not stated),i,2,8,23,-7,-16,-7,4,2

# Results in SKN-1 inh, for some of the entries so far:
molecule | SKN-1 inh
CCc1ccc(NC(=O)C(=O)NCCOc2ccccc2Cl)cc1 | 2
COc1cccc(CN(C)CC(=O)NCc2ccc(C)cc2)c1 | 1

# Next section:
SMILES,Neddylation inh,eLon inh,SKN-1 inh,FAS-TE inh,NRP1-CendR mod,MLLE-PAM2 inh,MsrA act,MT1-MMP act inh,Rin1-Abl PPI inh
N#Cc1nc(COc2ccc(Br)cc2)oc1NCCCn1ccnc1,i,8,6,-30,5,-11,-3,-11,0
COc1ccc(CN2CCN(C(=O)c3ccc(F)cc3)CC2)c(OC)c1,i,0,2,-4,10,2,-3,-2,1
O=C(Nc1ccc2c(c1)OCO2)Oc1ccccc1,i,-4,-16,2,3,1,-10,-4,-1
Cc1cccc(C)c1NC(=S)N(CCN(C)C)Cc1cccs1,i,-11,2,0,-3,-97,-2,-3,-4
O=C(NCc1ccc(F)cc1)c1cc(-c2ccccn2)nc2ccc(S(=O)(=O)N3CCOCC3)cc12,i,-3,5,-7,-17,-3,-2,-1,-4
Cc1ccc(S(=O)(=O)NC(=O)C2(C)CCN2C(=O)C2CC2)cc1 (configuration not stated),i,16,13,-5,-4,7,0,-6,1
CC[C@@]1(C(=O)OC)N[C@H](CN(C)S(=O)(=O)c2ccc(-c3ccccc3)cc2)[C@@H]2C(=O)N(C)C(=O)[C@@H]21,i,-5,-6,6,-8,1,1,0,-2
CC(=O)c1ccc(S(=O)(=O)N2CCC3(CC2)CC(=O)c2ccccc2O3)cc1,i,6,-21,14,6,-4,-5,-8,2
Cc1cccc(NS(=O)(=O)c2cccc3cccnc23)n1,i,-2,-8,-5,-6,5,-13,-5,0
O=C1NCC(Nc2ccccc2Cl)C(=O)N1 (configuration not stated),i,-12,-12,-5,-3,-1,-6,2,1
Cc1ccc(C(=O)OCC(=O)N2C(C)CCCC2C)s1 (configuration not stated),i,2,2,-4,-3,-3,-14,3,-1
CC(=O)n1c(=O)oc2ccccc21,i,11,-1,-6,2,-3,-3,2,2
COc1cc2nc(CN3CCN(S(=O)(=O)c4cc(C)ccc4C)CC3)[nH]c(=O)c2cc1OC,i,-4,6,4,4,-3,-2,-5,0
CN(NS(=O)(=O)c1ccc(Cl)cc1)c1nc(C(F)(F)F)nc2ccccc12,i,-3,4,-11,-6,0,-4,4,2
CCCCc1nc2sc3c(=O)[nH]c(=S)[nH]c3c2c2c1CCC2,i,3,4,-5,9,-3,1,2,0
O=C(CN1CCN(c2cccc(Cl)c2)CC1)c1ccc(O)cc1O,i,2,3,-2,18,2,-4,6,2
Cc1ccc(NC(=S)NC2CCCC2)c(C)c1,i,1,12,-3,0,-32,0,2,1
Cc1nc(SCC(=O)N2CCCCC2)c2c(C)c(C)sc2n1,i,3,13,-1,10,17,0,-2,-4
COc1cc(-c2cc(NC=O)c3ncc(-c4ccccc4)n3c2)cc(OC)c1OC,i,-23,13,17,3,-10,-1,2,-3
O=C(Nc1ccc(N2CCOCC2)c(S(=O)(=O)Nc2ccc(Cl)cc2)c1)c1ccc(=O)[nH]n1,i,2,-1,2,-3,-24,-8,3,2
COc1ccc(-c2c(C)c3ccc(O)cc3oc2=O)cc1OC,·,-5,-2,-11,1,12,-4,-1,0
O=C(CSc1ccc(Cl)cc1)Nc1ccc(C2SCCS2)cc1,i,-10,4,6,0,16,-2,0,-1
CCOC(=O)N1CCc2c(sc(NC(=O)c3ccc(S(=O)(=O)N4CCCC4)cc3)c2C#N)C1,i,-25,4,-4,-95,-84,-2,-10,-2
Cc1[nH]c2ccc3c(ncn3CCC#N)c2c1C,i,29*,-7,-7,-10,9,-14,5,-5
c1ccc(OCCCn2nnc(-c3ccc(N4CCOCC4)cc3)n2)cc1,i,-7,-6,-2,14,-6,-15,6,8

# (list continues)
SMILES,Neddylation inh,eLon inh,SKN-1 inh,FAS-TE inh,NRP1-CendR mod,MLLE-PAM2 inh,MsrA act,MT1-MMP act inh,Rin1-Abl PPI inh
Cc1ccc(CN2C(=O)CC(Nc3ccc(N4CCOCC4)cc3)C2=O)cc1 (configuration not stated),i,7,20,-3,14,12,-2,0,-1
COc1ccc(C(=S)N2CCN(S(=O)(=O)c3ccccc3)CC2)cc1,i,-7,3,9,6,8,-1,-2,-2
Cc1cc(C)cc(N(C(C)C(=O)N2CCCC2)S(C)(=O)=O)c1 (configuration not stated),i,7,6,-6,9,6,0,-2,-1
Cc1ccc(NC(=O)CSc2nnc(C)n2-c2ccccc2)cc1,i,11,6,-3,-3,0,-3,-1,-3
Cc1cc(C)nc(SCC(=O)c2ccc(Cl)cc2)n1,i,-17,-1,2,-7,21,-3,1,2
COc1cc(/C=C2/CC/C(=C/c3ccc(O)c(OC)c3)C2=O)ccc1O,i,-137,-10,-5,-221,-148,-11,9,2
Cc1cccc(N(C(=O)c2nsc(Cl)c2Cl)C(C(=O)NC2CCCC2)c2ccc(O)cc2)c1 (configuration not stated),i,-9,-7,3,9,-11,-2,-9,-2
COc1ccc(OC)c(NC(=O)CSc2nnc(-c3ccco3)o2)c1,i,4,2,-2,3,3,-5,-1,0
CC(Sc1nc(-c2ccc(F)cc2)cs1)C(=O)N1c2ccccc2CC1C (configuration not stated),i,-7,13,43,0,-10,0,-5,-1
COc1cc(OC)c(C(=O)OCC(=O)c2ccc3c(c2)NC(=O)CO3)cc1OC,i,1,-3,-6,-5,3,3,3,-3
Cc1nc2ccc(NS(=O)(=O)c3ccc4c(c3)OCCO4)cc2s1,i,9,-10,-6,22,1,-9,-5,4
O=C(COC(=O)Cc1ccsc1)NCC1CCCCC1,i,-10,14,-1,-16,2,-3,-3,1
Cc1cc(SCC(=O)NC2CCCC2)nc2ccccc12,i,2,-3,2,9,2,0,-2,-29
CCN1CCN(C(=O)c2ccc(C(F)(F)F)cc2)CC1,i,-5,-14,-2,8,-7,-5,4,3
COC(CNS(=O)(=O)c1cc2c3c(c1)CCN3C(=O)CC2)OC,i,9,14,-9,12,12,-1,4,1
COc1cccc2c(=O)c3cccc(N)c3[nH]c12,·,7,1,-7,33*,7,-3,-6,-8
CCc1ccc(S(=O)(=O)NCc2cccnc2)cc1,i,-7,3,-3,5,2,1,1,-3
COc1cc(NC(=S)NCC2CCCO2)c(OC)cc1Cl (configuration not stated),i,-1,-10,-1,1,21,-2,-2,3
CC1(C)CC(=O)C(C2NCCc3ccccc32)=C(O)C1 (configuration not stated),i,1,13,-2,0,8,3,0,0
c1ccc(NC2=NCCN2CC2CCC2)cc1,i,-1,2,-8,2,5,-3,-1,5
Cc1ccc(OCC(=O)NNC(=O)c2cc(C)[nH]n2)cc1,i,13,-1,-10,-13,7,-9,-1,-1
COc1ccc(OC)c(NC(=O)C(=O)c2cn(CC(=O)N3CCCC3)c3ccccc23)c1,i,-8,-11,21,-2,-1,-12,·,0

# Screens: PubChem BioAssay, several laboratories
